# Screening results as filed in PubChem BioAssay.
# ATXN2 expr inh = Primary qHTS for Inhibitors of ATXN expression | AID 1745845, 2022 | Potency, µM (series often up to 57 µM), without a hit: top-dose activity change, negative = inhibition, usual class: inhibitors | HEK-293 ATXN2-luciferase reporter, luminescence, 24 h | 0.72% of 360,000 active; note: potency is the fitted concentration of half-maximal effect; % is set by controls: 0 for no effect and ±100 for the full control effect; nearly all actives have a fitted effect of over 55% in size
#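 ATXN2-luciferase reporter cells (luciferase flanked by upstream and downstream ATXN2 gene portions) were treated 24 h at 37 °C with compounds at up to 57 uM. SteadyGlo luminescence gave expression; GF-AFC fluorescence gave viability.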
# IL-2 act = qHTS of IL-2 Activators; IL-2 activation reporter assay, cell-based qHTS; stimulated with anti-CD3/CD4/CD28 beads; in transgenic mouse T cells; activation, % (series mostly up to about 46 µM); 0.065% of 360,000 active; in the data active = activation above about 50%; inconclusive = mostly about 30% to 49%; note: 0% is about no effect
#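 EGFP and DsRed fluorescence is measured by plate cytometry in unstimulated transgenic mouse T cells exposed to compound for 60 minutes, then stimulated 18 hours at 37 degrees C with anti-CD3/anti-CD4 beads plus anti-CD28.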
# HepG2 tox = qHTS for Inhibitors of TGF-b: Cytotox Counterscreen. HepG2 CAGA-GFP viability, ATP luminescence, 18 h. Potency, µM (doses to about 46.1 µM), without a hit: at the top dose activity change, negative = cytotoxicity, usual class: cytotoxic. 0.76% of 410,000 active. AID 588856, 2011; note: potency is the fitted concentration of half-maximal effect; some results filed as inactive show a strong effect at the top dose
#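 HepG2 CAGA-GFP cells (1000/well, DMEM with 1% FBS) received compound, then TGF-beta at 500 pg/mL final, and were incubated 18 hours at 37 degrees C. Viability was read by CellTiter-Glo luminescence. Media-only wells were set as complete cell-killing and DMSO as no toxicity.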
# Nrf2 block = Nrf2 qHTS screen for inhibitors. A549 ARE-Fluc reporter, luciferase luminescence, 18-24 h. Potency, µM (top dose mostly 46 µM), inactives show at the highest dose activity change, negative = inhibition, hits mostly inhibitors. 2.1% of 360,000 active. AID 504444, 2011; note: potency is the fitted concentration of half-maximal effect; % is set by controls: 0 for no effect and ±100 for the full control effect; nearly all actives have a fitted effect of over 60% in size
#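 In this cell-based qHTS, ARE-driven firefly luciferase in A549 cells reports Nrf2 activity; the luminescent signal after BugLite lysis is the measured value, with a prior CellTiter-Fluor read for cell health.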
# TGFb inhibitor = qHTS for Inhibitors of TGF-b; HepG2 CAGA-GFP TGF-b/SMAD3 reporter, GFP fluorescence, 18 h; TGF-beta stimulated, 500 pg/mL final; Potency, µM (doses to about 46.1 µM), for inactives: at the highest dose activity, negative = inhibition, usual class: inhibitors; 1.2% of 410,000 active; AID 588855, 2011; note: potency is the fitted concentration of half-maximal effect; % is set by controls: 0 for no effect and ±100 for the full control effect; nearly all actives have a fitted effect of over 65% in size
#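 GFP signal (ex488/em500-530) from TGF-beta-stimulated HEPG2 CAGA-GFP cells, 500 pg/mL final, 18 h at 37 degrees C in DMEM plus 1% FBS, normalized to unstimulated and DMSO-stimulated controls.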
# Nrf2 ARE act = qHTS of Nrf2 Activators. Potency, µM (titrated, usually from 46.1 µM), for the others: at the highest dose activation, actives largely listed as activators. 0.31% of 410,000 active. AID 624171, 2012. AREc32 ARE-luciferase reporter (MCF7-derived line), luminescence, 24 h; note: potency is the fitted concentration of half-maximal effect; % of control where 0% means no effect; nearly all actives have a fitted effect of over 65% in size
#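 Cells of the AREc32 ARE-luciferase line are plated in OPTI-MEM containing 5% FBS and left overnight at 37 deg C. Compounds are pinned in, incubation continues 24 hr, and firefly luciferase signal is then measured.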
# S2 tox = Viability Counterscreen for Primary qHTS for Inhibitors of ATXN expression; S2 cells (HEK-293 line with an ATXN2-luciferase reporter) viability, CellTiter-Fluor protease fluorescence, 24 h; Potency, µM (doses to about 56.7 µM), actives largely listed as cytotoxic; 0.49% of 400,000 active; AID 651635, 2014; note: potency is the fitted concentration of half-maximal effect; nearly all actives have a fitted effect of over 40% in size
# A549 tox = Nrf2 qHTS screen for inhibitors: counterscreen for cytotoxicity. AID 504648, 2011. A549 ARE-Fluc cells, CellTiter-Fluor viability, 18-24 h. Potency, µM (series often up to 46 µM), inactives show at the top dose activity change, negative = cytotoxicity, usual class: inhibitors. 0.16% of 390,000 active; note: potency is the fitted concentration of half-maximal effect; % is set by controls: 0 for no effect and ±100 for the full control effect
#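 A549 ARE_Fluc cells in 5% FBS OPTI-MEM were exposed to compounds in concentration-response for 18-24 h at 37 deg C. Viability was read by CellTiter-Fluor fluorescence (Ex 405/Em 525) after 30 min, before the luciferase read.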
# EPAC2 agonist = qHTS for Agonist of cAMP-regulated guanine nucleotide exchange factor 4 (EPAC2): primary screen. 0.079% of 360,000 active. Potency, µM (top dose mostly 154 µM), for the others: at the top dose activation, hits mostly activators. AID 720711, 2013. EPAC2 activation, biochemical qHTS; response scale: 100% = 6.5 mM cAMP response. Rap guanine nucleotide exchange factor 4 (Homo sapiens), Q8WZA2; note: potency is the fitted concentration of half-maximal effect; nearly all actives have a fitted effect of over 50% in size
# Target sequence (Q8WZA2 whole entry, looked up): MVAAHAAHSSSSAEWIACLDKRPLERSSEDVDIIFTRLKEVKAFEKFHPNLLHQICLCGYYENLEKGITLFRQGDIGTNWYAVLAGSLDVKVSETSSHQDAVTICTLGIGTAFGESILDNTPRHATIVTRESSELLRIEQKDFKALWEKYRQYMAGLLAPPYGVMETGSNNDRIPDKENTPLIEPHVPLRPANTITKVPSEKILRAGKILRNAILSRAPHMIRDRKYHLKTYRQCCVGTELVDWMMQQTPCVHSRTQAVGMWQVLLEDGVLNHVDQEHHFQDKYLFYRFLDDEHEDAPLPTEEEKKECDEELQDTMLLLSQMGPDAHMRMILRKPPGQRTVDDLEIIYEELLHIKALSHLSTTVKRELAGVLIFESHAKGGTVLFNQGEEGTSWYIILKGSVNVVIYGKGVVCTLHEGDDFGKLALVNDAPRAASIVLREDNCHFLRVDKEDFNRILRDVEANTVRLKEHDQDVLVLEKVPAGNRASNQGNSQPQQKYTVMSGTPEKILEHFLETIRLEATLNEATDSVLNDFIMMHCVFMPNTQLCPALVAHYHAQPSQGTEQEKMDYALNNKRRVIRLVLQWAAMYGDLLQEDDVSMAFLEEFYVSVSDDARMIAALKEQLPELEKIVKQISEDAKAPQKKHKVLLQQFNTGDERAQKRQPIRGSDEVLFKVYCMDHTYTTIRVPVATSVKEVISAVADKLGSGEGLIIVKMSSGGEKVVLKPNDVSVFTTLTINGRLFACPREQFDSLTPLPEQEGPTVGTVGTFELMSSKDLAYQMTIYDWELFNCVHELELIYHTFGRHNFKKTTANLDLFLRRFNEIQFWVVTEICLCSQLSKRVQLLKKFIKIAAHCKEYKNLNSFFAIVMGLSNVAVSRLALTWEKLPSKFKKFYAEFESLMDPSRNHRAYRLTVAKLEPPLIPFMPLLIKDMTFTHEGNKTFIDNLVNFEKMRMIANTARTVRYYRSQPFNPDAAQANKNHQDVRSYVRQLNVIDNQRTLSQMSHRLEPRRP
#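 In this primary screen, activation is scored as increased exchange of BODIPY-GDP from Rap1B by 100 nM EPAC2, with 50 uM GDP as competitor. Signal is normalized to the 6.5 mM cAMP agonist control.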
# An asterisk follows results filed as active; i = inactive; ? = inconclusive; · = not tested or not shown; [ ] = remark or other dose. Unless noted, calls come from the whole dose curve; as a rule, active = well fitted curve in the direction sought with a large enough effect; inconclusive = small, poorly fitted or top-dose-only effect, or another doubt; inactive = no such curve, though single readings can be large; an effect the other way counts as inactive or inconclusive. An unsorted share of the library; overall some 4.3% were active at least once.
# Start of the listing, in advance:
SMILES,ATXN2 expr inh,IL-2 act,HepG2 tox,Nrf2 block,TGFb inhibitor,Nrf2 ARE act,S2 tox,A549 tox,EPAC2 agonist
O=C(c1ccc2c(c1)OCCO2)N(Cc1cccnc1)c1nc2c(F)cc(F)cc2s1,·,·,-19.9%,·,?,3.6%,·,-24.0%,·
CCOC(=O)c1ccccc1N1C(=O)C2Sc3[nH]c(=O)sc3C(/C=C/c3ccccc3)C2C1=O (centres undefined),6.2%,1.1,-0.9%,5.6%,-11.5%,0.3%,i,0.0%,7.7%
O=C(O)C1CCCN(C(=O)c2cccc3ccccc23)C1 (centres undefined),2.3%,0.0,1.1%,?,6.4%,-0.9%,i,2.0%,4.7%
COc1ccc(CNC(=O)CN2C(=O)CCCc3ccccc32)cc1,·,·,-6.8%,?,0.0%,0.7%,·,2.8%,·

# The list itself, previewed entries included:
SMILES,ATXN2 expr inh,IL-2 act,HepG2 tox,Nrf2 block,TGFb inhibitor,Nrf2 ARE act,S2 tox,A549 tox,EPAC2 agonist
O=C(c1ccc2c(c1)OCCO2)N(Cc1cccnc1)c1nc2c(F)cc(F)cc2s1,·,·,-19.9%,·,?,3.6%,·,-24.0%,·
CCOC(=O)c1ccccc1N1C(=O)C2Sc3[nH]c(=O)sc3C(/C=C/c3ccccc3)C2C1=O (centres undefined),6.2%,1.1,-0.9%,5.6%,-11.5%,0.3%,i,0.0%,7.7%
O=C(O)C1CCCN(C(=O)c2cccc3ccccc23)C1 (centres undefined),2.3%,0.0,1.1%,?,6.4%,-0.9%,i,2.0%,4.7%
COc1ccc(CNC(=O)CN2C(=O)CCCc3ccccc32)cc1,·,·,-6.8%,?,0.0%,0.7%,·,2.8%,·
CCCCN(C)CCNC(=O)Cn1ncc2c3ccccc3n(CCC)c2c1=O,-26.6%,·,-36.8%,?,?,6.2%,i,1.3%,·
O=C(CSc1nc2ccccc2o1)Nc1ccc(Cl)cc1,31.0%,1.7,-0.4%,-17.2%,-0.6%,?,i,-7.0%,4.5%
COc1ccc(CC2(C)OC(c3ccc(C)c([N+](=O)[O-])c3)=NN2C(C)=O)cc1 (centres undefined),-2.7%,-1.0,1.3%,?,?,5.5%,i,1.4%,14.3%
CCCCn1c(N)c(N(CC(C)C)C(=O)c2ccc(-c3ccc([N+](=O)[O-])cc3)o2)c(=O)[nH]c1=O,4.5%,0.1,-13.5%,6.3%,?,-0.6%,i,-6.9%,-19.8%
Cn1c(N)cc(=O)n(Cc2ccccc2)c1=O,1.0%,0.3,-2.1%,-1.0%,10.6%,-0.8%,i,-2.7%,-3.7%
COc1ccc(CCNC(=O)Cc2cc(OC)c(OC)cc2Br)cc1OC,1.1%,2.4,-0.3%,-1.3%,-13.6%,0.0%,i,-1.1%,1.7%
CCOC(=O)C1CCN(C(=O)C2CCN(S(=O)(=O)c3ccc4c(c3)CC(C)N4C(C)=O)CC2)CC1 (centres undefined),-12.1%,0.7,-23.4%,-25.3%,9.8%,0.0%,i,0.6%,11.8%
CCC(c1ccc(O)c(O)c1)C(CC)c1ccc(O)c(O)c1 (centres undefined),?,-1.1,-18.5%,?,?,?,·,-10.9%,4.7%
CC1CC1C(=O)OCC(=O)Nc1cccc([N+](=O)[O-])c1 (centres undefined),3.2%,-3.7,-18.8%,?,3.1%,12.9%,i,-5.7%,1.8%
COC(=O)CN1C(c2ccccc2)=Nc2ccc(Cl)cc2C1c1ccccc1 (centres undefined),·,-0.8,-44.5%,5.4%,-14.1%,-0.2%,·,-14.1%,28.4%
CC(=O)N/C(=C/c1ccc2c(c1)OCO2)C(=O)O,8.2%,-1.0,5.5%,1.7%,10.2%,0.7%,i,8.0%,2.3%
C/C(=N\S(=O)(=O)c1ccc(C)cc1)NC(=S)Nc1ccccc1,-3.7%,0.4,-16.8%,-16.5%,-12.0%,-0.3%,i,2.3%,-3.7%
Cc1onc(-c2ccccc2)c1C(=O)c1c[nH]c(C(=O)NCc2ccccn2)c1,-28.8%,-1.2,5.4%,?,-15.3%,2.9%,i,?,13.4%
O=C(NCC1CCCO1)C(c1cccs1)N(C(=O)c1ccc(-c2ccccc2)[nH]1)C1CCCC1 (centres undefined),-21.1%,3.2,2.5%,-4.1%,-46.3%,0.4%,?,-2.4%,2.6%
Cc1cc2c(s1)c1cnn(CC(=O)NCCc3ccccc3)c(=O)c1n2C,13.0%,0.3,-3.0%,2.2%,-7.4%,0.2%,i,3.0%,-9.5%
C=CCNC(=S)N(C1CCCCC1)C1CCCCC1,-36.0%,1.3,-41.6%,-8.5%,-14.8%,0.0%,i,1.9%,-0.4%
C/C(=N\NC(=O)c1cccc2ccccc12)c1cccnc1,1.0%,-3.1,-6.2%,0.4%,-7.9%,-1.0%,i,-3.2%,-5.0%
COc1ccccc1-c1ccc(C(=O)O)o1,44.8%[activator],-2.1,3.5%,?,?,0.1%,i,-2.7%,2.4%
CCOc1ccccc1C(=O)NCC(=O)NCC(c1ccc(OC)cc1)N1CCOCC1 (centres undefined),2.9%,2.9,-8.6%,1.9%,-14.9%,0.2%,i,-5.0%,1.2%
COc1ccc(C(C)=O)cc1COC(=O)CSCC(=O)Nc1ccc(C)cc1,-5.7%,-5.8,10.8%,0.7%,-7.6%,-0.2%,i,-9.3%,1.4%
CCCCc1cc(=O)oc2cc(C)cc(OCC(=O)NC(Cc3ccc(Cl)cc3)C(=O)O)c12 (centres undefined),2.4%,0.1,-17.1%,-2.7%,-3.9%,-1.1%,i,8.1%,-5.8%
COC(=O)CCN(C(=O)c1ccc(N2CCCCC2)c([N+](=O)[O-])c1)c1ccccn1,26.0%,0.3,5.8%,-4.1%,-12.8%,0.3%,i,-2.2%,8.1%
Cc1onc(C(=O)NCc2ccccn2)c1[N+](=O)[O-],-17.9%[11.3 µM],-0.2,1.4%,0.0%,1.7%,2.4%,i,2.5%,10.0%
Cc1cccc(N2CCN(C(=O)c3cn(C)c4ccc(S(=O)(=O)N(C)C)cc4c3=O)CC2C)c1 (centres undefined),-9.5%,·,-5.7%,1.8%,0.8%,-0.1%,i,6.8%,·
Cc1ccc(-n2ncc3c(NCCCN4CCOCC4)ncnc32)cc1C,20.2%,·,-25.8%,·,-27.0%,11.2%,i,13.7%,·
CCOc1cc(NS(=O)(=O)c2ccc(Cl)cc2)c(OCC)cc1NC(=O)CC(C)C,-3.6%,-4.3,0.1%,·,?,3.4%,i,-21.2%,1.7%
Cc1cccc(N2CCN(c3nc4ccc(C)cc4n4cnnc34)CC2C)c1 (centres undefined),-5.8%,·,-14.5%,?,19.0%,-0.8%,i,-8.6%,·
Clc1ccc(-c2nnc(NCc3ccccc3)c3ccccc23)cc1,-24.2%,-3.6,-24.5%,?,?,4.8%,i,?,18.8%
O=C1CCCN1CC(O)CS(=O)(=O)Cc1ccccc1Cl (centres undefined),-1.8%,-0.4,0.2%,-1.4%,2.7%,0.2%,i,1.7%,3.9%
CC(=O)c1c(O)cc(=O)n(-c2ccccc2)c1-c1ccc(Cl)cc1,-15.6%,-2.2,16.1%,3.8%,-0.8%,-1.6%,i,-3.1%,5.4%
Cc1ccc(S(=O)(=O)N2CCC(C(=O)OC(C)C(=O)NC(N)=O)CC2)cc1C (centres undefined),·,0.4,6.9%,2.9%,?,-0.2%,i,11.3%,0.9%
CCC(C(N)=O)N1C(=O)C2C3CCC(C3)C2C1=O (centres undefined),·,-0.9,-3.3%,·,7.5%,-2.2%,i,·,-3.9%
Cc1nnc(N2C(=O)c3oc4ccccc4c(=O)c3C2c2ccc(F)cc2)s1 (centres undefined),9.4%,·,12.9%,9.5%,-11.8%,-0.7%,i,-2.5%,·
CCOC(=O)N1CCN(S(=O)(=O)c2ccc3c(c2)CC(C)N3C(C)=O)CC1 (centres undefined),·,1.0,2.0%,1.7%,-4.3%,4.3%,i,-1.2%,11.9%
COc1ccc(C)cc1NC(=O)C(Sc1nncn1C)c1ccccc1 (centres undefined),-6.6%[11.3 µM],-2.5,0.6%,5.7%,10.4%,0.3%,i,0.0%,1.8%
COc1ccc(-n2ccnc2CN2CCN(C3CCCC3)C(CCO)C2)cc1 (centres undefined),·,0.1,-0.2%,0.2%,1.1%,3.5%,i,-1.3%,4.7%
COc1ccc(N2CCN(C(=O)C3CCN(S(=O)(=O)Cc4ccccc4)CC3)CC2)cc1,-11.2%,·,-0.1%,11.5%,22.2%,-0.4%,i,8.7%,·
Cc1ccccc1C(=O)N/N=C1/SCC(=O)N1Cc1ccc2c(c1)OCO2,0.1%,-1.5,-7.4%,?,-0.7%,-0.6%,i,11.0%,-3.5%
COc1ccc2cc(/C=C3\SC(=S)NC3=O)c(N3CCOCC3)nc2c1,-9.9%,-4.5,6.0%,20.6µM*,0.0%,2.4%,?,18.4µM*,-2.7%
COC(=O)CSc1nnc(C)n1-c1cccc(OC)c1,1.3%,9.8,6.0%,-3.9%,-6.5%,0.0%,i,0.0%,2.4%
Cc1cc(C)cc(NCc2cc3c(cc2[N+](=O)[O-])OCO3)c1,-8.6%,-2.3,-38.4%,-4.3%,?,4.6%,i,-13.3%,21.8%
CC1CC=CC2C1C(=O)N(Cc1ccccc1)C2c1ccc(-c2ccc(F)cc2)cc1F (centres undefined),·,·,-17.6%,?,-21.2%,·,·,-0.8%,·
